# Assay outcomes: PubChem BioAssay, Sanford-Burnham Center for Chemical Genomics
# H9c2 TAG inh: inhibitors of triacylglycerol accumulation, primary screen, cell-based, uHTS, fluorescence, H9c2. H9c2 cells, Nile Red lipid (TAG) fluorescence; cells loaded with 200 µM oleic acid. 230,000 compounds, 0.66% hits. inhibition, % at 12.5 µM;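 active means pattern-corrected inhibition of lipid staining of at least 50% with the nuclear-stain viability signal not falling by more than 50%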;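 further: 0% = DMSO wells and 100% = triacsin C control wells; some results filed as inactive read as strong as hits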
# H9c2 TAG inh DAPI viability: also measured in H9c2 TAG inh; calls as there; DAPI nuclei signal change (viability), lower = more cytotoxic, %;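 whole-well DAPI fluorescence read on a plate reader as a viability signal; minus 50 percent equals half of cells still viable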
# * = called active by the depositor. Not all compounds are listed; the hit share may differ from the screen's.
canonical_smiles	H9c2 TAG inh	H9c2 TAG inh DAPI viability
Cc1ccc(N2C(=O)N(CC(=O)Nc3ccc(C)c(C)c3)C(=O)C2C)cc1 (configuration not stated)	-2	3
Cc1cc(OCC(=O)NC2CCCCC2)ccc1Cl	2	10
COc1ccc(NS(=O)(=O)/C=C/c2ccc(OC)c(OC)c2)cc1	-1	2
CCCn1nc(C(=O)Nc2ccc(S(=O)(=O)Nc3ncccn3)cc2)c2ccccc2c1=O	9	7
NS(=O)(=O)c1ccc(CCNC(=O)c2ccc([N+](=O)[O-])cc2[N+](=O)[O-])cc1	-4	7
CCOc1ccc(NC(=O)N2CCC(c3nc4ccccc4o3)CC2)cc1	-11	-4
CS(=O)(=O)N(CC(=O)N1CCCC1)c1ccc(F)cc1	3	3
COc1ccc(/C=C/C(=O)NCC(=O)N/N=C/c2cc(Br)ccc2OCc2ccccc2)cc1	-10	6
O=C(NCCSc1ccc(Br)cc1)c1ccc2nc[nH]c2c1	-23	20
COc1ccc(NC(=O)c2onc(C)c2Cl)cc1OC	6	-5
CC(=O)Nc1ccc(S(=O)(=O)N(C)CC(=O)OCC(=O)N2CCCCCC2)cc1	14	-6
O=C(NCCCN1CCCC1=O)c1cccc(S(=O)(=O)N2CCN(c3ccccc3)CC2)c1	-2	-6
CCOc1ccc(OCCC(=O)N(CCC(C)C)c2c(N)n(Cc3ccccc3)c(=O)[nH]c2=O)cc1	5	-5
C=CCc1c(C)c(C#N)c2nc3ccccc3n2c1N1CCCCC1	8	5
Cc1cc(C)cc(NC(=O)NCc2c(-c3ccccc3)noc2C)c1	-10	-3
COc1ccc(NS(=O)(=O)c2ccc3oc(=O)ccc3c2)cc1	-15	-5
CC(SCCc1ccccn1)C(=O)O (configuration not stated)	-12	1
COc1ccc(S(=O)(=O)N2CCCCC2)cc1NC(=O)Cn1c(=O)cnc2ccccc21	-6	-8
Cc1onc(-c2ccccc2Cl)c1C(=O)N1CCN(c2cccc(Cl)c2)CC1	39	-41
Cc1sc2nc(SCC(=O)Nc3cccc(C(=O)O)c3)[nH]c(=O)c2c1C	-1	1
COc1ccc(F)cc1S(=O)(=O)N1CCN(Cc2ccc3c(c2)OCO3)CC1	1	-4
CC(=O)Nc1cc2oc3ccccc3c2cc1[N+](=O)[O-]	-1	0
CCN(CC(=O)Nc1c(F)cccc1F)C(=O)c1ccc(OCc2c(C)noc2C)cc1	20	-11
Cc1ccc(C(=O)N(C)CCOc2ccccc2)cc1S(=O)(=O)N1CCOCC1	-9	6

# Entries of single compounds as entered above:
# COc1ccc(F)cc1S(=O)(=O)N1CCN(Cc2ccc3c(c2)OCO3)CC1 in the list: H9c2 TAG inh: 1; H9c2 TAG inh DAPI viability: -4
# CC(=O)Nc1cc2oc3ccccc3c2cc1[N+](=O)[O-] in the list: H9c2 TAG inh: -1; H9c2 TAG inh DAPI viability: 0
# CCN(CC(=O)Nc1c(F)cccc1F)C(=O)c1ccc(OCc2c(C)noc2C)cc1 in the list: H9c2 TAG inh: 20; H9c2 TAG inh DAPI viability: -11

# (continued)
canonical_smiles	H9c2 TAG inh	H9c2 TAG inh DAPI viability
COc1ccc(NC(=O)c2cc(S(=O)(=O)N3CCOCC3)ccc2N2CCOCC2)cc1	-1	5
CC(C)(C)c1ccccc1NC(=S)NC1CCCCC1	-34	7
COC(=O)c1cc(=O)n(-c2ccc(C(F)(F)F)cc2)[nH]1	-4	-5
COc1ccc(S(=O)(=O)N2CCC(C(=O)N3CCN(c4ccccc4OC)CC3)CC2)cc1	10	-3
Cc1ccc([C@H]2N[C@]3(CCCN(Cc4cccn4C)C3=O)[C@H]3C(=O)N(Cc4ccccc4)C(=O)[C@@H]23)cc1	-7	-1
Cc1cn(S(=O)(=O)c2ccc(Cl)cc2)c(C)n1	-6	4
CCCS(=O)(=O)NC(=O)C1(C)CCN(C(=O)c2ccc3ccccc3n2)C1 (configuration not stated)	-3	-10
Cc1[nH]c2ccccc2c1CCN(Cc1cccnc1)C(=S)Nc1cccc(F)c1	-3	0
O=C(c1ccc(OC2CCN(CCc3ccccc3)CC2)cc1)N1CCCC1	17	1
O=S(=O)(Cc1nnnn1-c1ccc(Br)cc1)c1ccccc1	-16	2
CCc1nnc(NS(=O)(=O)c2ccc(NC(=O)c3ccc(Cl)cc3)cc2)s1	6	-3
Cc1cc(NC(=O)CSCC(=O)Nc2cc(C(F)(F)F)ccc2N2CCCCC2)no1	-2	-5
O=C(NS(=O)(=O)c1ccccc1)c1cccc(Br)c1	-1	9
O=C(NC(=S)N1CCCC1)c1ccccc1	-2	4
COc1ccc(C(=O)C2CCCN(C(=O)c3noc4c3CCCC4)C2)cc1F (configuration not stated)	-2	2
CCN(CC)C(=O)c1ccc(COc2ccccc2Cl)cc1	-1	0
CCn1c(OC)nc2c1c(=O)n(C)c(=O)n2C	4	0
O=C(NCc1ccco1)C(Cc1ccccc1)N1C(=O)c2ccccc2C1=O (configuration not stated)	17	-14
CCCCCc1nnc(NC(=O)CS(=O)(=O)Cc2ccccc2)s1	0	-7
CCC(C)NCCOc1cc(C)cc(C)c1C (configuration not stated)	0	7
Cc1nc2ccccc2c2oc(C(=O)NCC3COc4ccccc4O3)cc12 (configuration not stated)	-28	11
COC(=O)C1=C(C)NC2=C(C(=O)CCC2)C1c1cn(Cc2ccc(Cl)cc2Cl)nc1-c1ccccc1 (configuration not stated)	6	7
Cn1c(CSCc2ccc(Cl)c(Cl)c2)nnc1SCC(=O)Nc1nccs1	-7	8
COc1ccc(Cn2c(=O)c3[nH]cnc3n(-c3ccc(C)cc3)c2=O)cc1	-5	2
Cc1ccc(N)c(C(=O)CCCCC(=O)O)c1	-4	5
CC(C)n1ncc2c(C(=O)Nc3ccccc3SCC(N)=O)cc(C3CC3)nc21	-3	1
COCCNC(=O)/C(C#N)=C/c1cccc(OCc2ccccc2)c1	-10	-1
COc1ccc(CCNC(=O)C2CCN(S(=O)(=O)c3cccs3)CC2)cc1OC	11	4
COc1ccc(NC(=O)N(C)C[C@H]2Oc3c(NC(=O)Nc4ccc(C(F)(F)F)cc4)cccc3C(=O)N([C@H](C)CO)C[C@@H]2C)cc1	-32	-5
CCn1c(SCc2ccccc2)nnc1-c1cccs1	-82	-14
CCOc1ccc(NS(=O)(=O)c2ccc3[nH]cc(C(=O)N(CC)CC)c(=O)c3c2)cc1	2	-2
CCCCCCCCN1[C@@H](CC(=O)OC)c2cc(F)ccc2S1(=O)=O	-17	2
CN(CC(=O)Nc1ccc(F)c(F)c1F)C(=O)C1=NN(c2ccccc2)C(=O)CC1	-8	-4
O=C(NCCCn1ccnc1)c1ccc(Cl)c(Cl)c1	17	-11
Cc1noc(C)c1COC(=O)CNC(=O)c1ccc(Cl)cc1	-11	-6
CC(=O)Nc1ccc2c(c1)nc(CCNC(=O)c1ccccc1)n2C	34	-21
CCCC(C(=O)Nc1ccc(S(=O)(=O)N2CCCC2)cc1)c1ccccc1 (configuration not stated)	5	-13
O=C(CSc1nnc(-c2ccccc2O)n1-c1ccccc1)Nc1cccc(C(=O)O)c1	8	-3
O=C(c1cn2ccccc2n1)N1CCc2c([nH]c3ccccc23)C1c1ccccn1 (configuration not stated)	1	9
CCn1nc(C)c(NC(=O)CCSc2nc(-c3ccco3)cc(C(F)(F)F)n2)c1C	-34	19
COc1ccccc1OCCNC(=O)c1cccc(S(=O)(=O)N2CCN(C)CC2)c1	13	2
COc1cccc(CC(=O)OC(C)C(=O)Nc2ccc(Cl)cn2)c1 (configuration not stated)	-8	5
CC1(C(=O)NS(=O)(=O)c2ccc3ccccc3c2)CCN1C(=O)Cc1ccc(-c2ccccc2)cc1 (configuration not stated)	8	5
CCOc1cc([N+](=O)[O-])cc(/C=N/NC(=O)c2c(-c3ccccc3)noc2C)c1O	3	-4
CC(=O)c1ccc(N=Nc2c(C)[nH]n(-c3ccccc3)c2=O)cc1	16	-2
Cc1cccc2cc(C#N)c(SCC(=O)NCC3CCCO3)nc12 (configuration not stated)	-16	-9
S=C(NCc1ccc(Cl)cc1)NCc1ccccn1	-5	4
COc1ccc(/C=C/c2nc(-c3ccccc3)cc(=O)[nH]2)cc1	-5	3
C=CCN(CC=C)C(=O)c1ccccc1NC(=O)c1ccccc1C	-7	-4
O=C(COC(=O)c1ccccc1Nc1ccc(SC(F)F)cc1)NC1CC1	11	-4
CC(NC(=O)C1CCN(C(=O)Nc2ccccc2)CC1)c1ccccc1Cl (configuration not stated)	0	-5
O=C(O)c1cc(-c2ccc(N3CCOCC3)cc2)nn1-c1ccc(F)cc1F	-5	4
Cc1ccc(S(=O)(=O)N2CCN(C(=O)COC(=O)COc3ccc(Cl)c(C)c3)CC2)c(C)c1	10	-11
O=C1CC2(CC(c3ccc(Cl)cc3)=NO2)C(=O)N1c1ccccc1 (configuration not stated)	-7	-2
COc1cccc2c(=O)cc(C)n(CC(=O)Nc3ccc(C)c(C)c3)c12	-9	10
O=C(CCN1C(=O)C2CCCCC2C1=O)Nc1nc(-c2ccc(F)c(F)c2)cs1 (configuration not stated)	1	13

# Carrying on.
canonical_smiles	H9c2 TAG inh	H9c2 TAG inh DAPI viability
COc1ccc(C(=O)Nc2nnc(SCC(=O)NCc3ccco3)s2)c(OC)c1	11	4
Cc1cc(C)n(C(=O)c2ccc(Cl)c(F)c2F)n1	16	-10
Cn1cnnc1SCC(=O)Nc1ccc(N2CCCCC2)cc1	8	-3
Cc1cccc(NC(=O)C2C(c3ccccc3)C2(Cl)Cl)c1 (configuration not stated)	-2	21
O=[N+]([O-])c1cccc(Cn2cnc3c(=S)nc[nH]c32)c1	3	-1
CCN(C(=S)Nc1cc(S(=O)(=O)N2CCOCC2)ccc1Cl)c1cccc2ccccc12	14	29
CCN(CC)C(=O)/C(NC(=O)c1ccccc1)=C(/Sc1ncccn1)c1ccccc1	-12	15
CCCc1c(C)c2ccc(OCC(C)=O)cc2oc1=O	3	9
Cc1nc(NC(=O)c2cc3ccccc3o2)ccc1Br	-12	4
COc1ccccc1C(=O)Nc1onc(C)c1C#N	-1	1
COc1cccc(/C=N/n2c(C)nc3ccccc32)c1OC	-8	21
CCOC(=O)NCc1ccc(CNC(=O)OCC)cc1	-8	-5
CCN1/C(=C/C=C/c2sc3ccccc3[n+]2CC)Sc2ccccc21	5	-47
O=C(COc1ccc(F)cc1Br)Nc1ccccc1N1CCCC1	-29	4
O=C(CSc1nc2[nH]ncc2c(=O)[nH]1)Nc1cccc(Cl)c1	12	-3
COc1ccccc1NCN1C(=O)CCC1=O	-9	-4
CSc1ccc(-c2cccc([N+](=O)[O-])c2)nn1	-5	3
O=C(O)c1cccc(CSc2nnc(COc3ccccc3)o2)c1	-12	7
CCOC(=O)c1c(C)[nH]c(C)c1C(=O)COC(=O)Cc1n[nH]c(=O)c2ccccc12	-7	15
Cc1cc(C(=O)N2CCC(Cc3ccccc3)CC2)no1	-6	7
O=C(CNC(=O)c1ccccc1F)OCn1nnc2ccccc2c1=O	6	1
CS(=O)(=O)N(Cc1ccc(F)cc1)Cc1nc2ccccc2c(=O)[nH]1	5	-7
CCN(CCc1ccccc1)c1ccc2c(c1)C1CC2CCN1C(=O)OCc1ccccc1 (configuration not stated)	-1	-7
O=C(Nc1ccccc1)/C(=C\c1ccccc1)NC(=O)c1ccco1	-4	-1
CCCCN(C(=O)c1ccc(-n2nc(C)cc2C)cc1)c1c(N)n(CCC)c(=O)[nH]c1=O	9	0
O=C1C=C(O)C(n2cncn2)C(c2ccc(F)cc2)C1 (configuration not stated)	-8	1
COC(=O)c1ccccc1NC(=O)C1CCCN(S(=O)(=O)c2ccc(OC)cc2)C1 (configuration not stated)	-54	3
COc1ccc(S(=O)(=O)N(C)CC(=O)N2CCN(C)CC2)cc1Cl	-4	9
O=C(NC(=S)NCCc1ccccc1)C1CCCCC1	-7	-3
O=c1ccccn1Cc1c(F)cccc1Cl	-16	13
CN(C)C(=O)c1ccc(NC(=O)c2cccc(-n3cnnn3)c2)cc1	5	-4
NC(=O)CSc1ccc(S(=O)(=O)N2CCCCC2)cn1	-6	-3
CCOC(=O)c1sc(=NC(=O)C2CC2)n(C)c1C	13	-3
Cc1ccc2occ(/C=N/NC(=O)c3ccccc3O)c(=O)c2c1	3	-14
C[C@H](CO)N1C[C@H](C)[C@@H](CN(C)S(=O)(=O)c2cn(C)cn2)Oc2c(NS(=O)(=O)c3ccccc3)cccc2C1=O	-2	4
COc1cccc(N2CCN(Cc3nc4ccccc4c(=O)[nH]3)CC2)c1	4	1
O=C(N[C@@H](Cc1ccccc1)C(=O)O)c1c(F)c(F)c(F)c(F)c1F	-15	0
COCCn1cnc2cc(C)c(C)cc21	-11	5
CCOC(=O)C1CCN(c2ccc([N+](=O)[O-])cc2)CC1	-1	-21
CCOC(=O)c1ccc(N2C(=O)C(O)=C(C(C)=O)C2c2ccccc2)cc1 (configuration not stated)	-8	10
COCc1cccc(-c2csc(C(C)(O)c3ccccc3)n2)c1 (configuration not stated)	-6	-8
CCOC(=O)C1=C(C)N(C)C(C)=C(C(=O)OCC)C1c1ccsc1	-1	-1
Fc1cccc(CSc2ccc3nnc(-c4cccnc4)n3n2)c1	12	1
Cc1ccc(C(=O)c2ccccc2C(=O)OCC(=O)NC(=O)NC(C)(C)C)cc1	10	-10
CSc1ccccc1OCc1cc(C(=O)N(C)C(C)c2ccccn2)no1 (configuration not stated)	1	2
